Screens from PubChem BioAssay.
APEX1 inh: inhibitors of human APE1 endonuclease. Potency, µM (series often up to 65.8 µM), inactives show top-dose activity change, negative = inhibition, most hits filed as inhibitors. 0.35% of 350,000 active. recombinant APE1, TAMRA/BHQ-2 abasic DNA cleavage fluorescence. P27695;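 also: potency is read from the fitted curve at half-maximal effect; plate controls were vehicle for no effect and reference inhibitor for full effect; nearly all actives have a fitted effect of over 55% in size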
Target sequence (P27695 whole entry, looked up): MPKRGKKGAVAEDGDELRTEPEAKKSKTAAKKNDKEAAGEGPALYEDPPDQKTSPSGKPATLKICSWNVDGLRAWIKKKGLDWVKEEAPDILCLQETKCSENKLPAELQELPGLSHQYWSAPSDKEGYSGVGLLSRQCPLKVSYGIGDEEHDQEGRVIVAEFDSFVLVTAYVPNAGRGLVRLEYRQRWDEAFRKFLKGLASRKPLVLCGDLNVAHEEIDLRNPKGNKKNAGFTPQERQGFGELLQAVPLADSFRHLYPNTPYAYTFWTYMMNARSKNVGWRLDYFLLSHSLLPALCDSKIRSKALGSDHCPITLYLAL
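Readout is kinetic fluorescence (ex 525, em 598 nm) from cleavage of 50 nM TAMRA/BHQ-2 THF abasic duplex by 0.75 nM APE1, compound added 15 min beforehand at RT.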
BLM inh: Bloom syndrome helicase (human) inhibition | P54132 | recombinant BLM DNA unwinding, fluorescence dequenching | Potency, µM (titrated, usually from 56.1 µM), for the others: at the highest dose activity change, negative = inhibition, hits mostly inhibitors | 0.2% of 350,000 active;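 also: potency is read from the fitted curve at half-maximal effect; plate controls were vehicle for no effect and no enzyme for full effect; nearly all actives have a fitted effect of over 35% in size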
GRP78 ERSR act: inducers of ER stress response in human glioma cells; U87-MG GRP78 promoter luciferase reporter, 16 h; Potency, µM, for inactives: top-dose activation, usual class: activators; 0.02% of 420,000 active; AID 602332; also: potency is read from the fitted curve at half-maximal effect; series mostly up to about 76 µM; % of control where 0% means no effect; nearly all actives have a fitted effect of over 35% in size
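ERSR induction read as luciferase luminescence (Bright-Glo, 10 min at room temperature) in stably transfected human U87-MG glioma cells exposed to compounds for 16 h, using GRP78 as sensor.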
Pol kappa inh: DNA polymerase kappa (human) inhibition. 0.53% of 400,000 active. Potency, µM (top dose mostly 107 µM), for inactives: at the top dose activity, negative = inhibition, hits mostly inhibitors. Q9UBT6. purified Pol kappa, fluorescent DNA synthesis assay, 10 min; also: potency is read from the fitted curve at half-maximal effect; % is scaled to controls: 0 for no effect and ±100 for the full control effect
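Here, compound and 10 nM enzyme are combined for 15 min at room temperature; adding 50 nM substrate (final) starts DNA synthesis, tracked by fluorescence at 0 and 10 min against buffer-only wells.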
Anesthetic bind: binds horse apoferritin like a general anesthetic; P02791; apoferritin/1-aminoanthracene competitive binding, fluorescence; Potency, µM (top dose mostly 77.5 µM), without a hit: top-dose activity change, negative = displacement, hits mostly inhibitors; 0.074% of 350,000 active; also: potency is read from the fitted curve at half-maximal effect; % is scaled to controls: 0 for no effect and ±100 for the full control effect; nearly all actives have a fitted effect of over 20% in size
Target sequence (P02791 2-175 limits assumed): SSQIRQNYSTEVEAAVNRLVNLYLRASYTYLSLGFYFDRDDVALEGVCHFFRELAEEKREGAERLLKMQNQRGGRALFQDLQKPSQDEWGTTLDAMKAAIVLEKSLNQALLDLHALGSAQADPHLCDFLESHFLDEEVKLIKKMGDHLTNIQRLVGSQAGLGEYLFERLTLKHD
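In PBS, apoferritin at 10 uM is loaded with 1-AMA from a 50% saturated solution. After 10 min of compound exposure at ambient temperature, reduced 535 nm fluorescence indicates probe displacement.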
LDHA inh: LDHA (human) enzyme inhibition | activity change, % (values are at about 110 or 230 µM) | purified LDHA, NADH/diaphorase-resazurin fluorescence; hits give low values | 0.15% of 480,000 active; in the data active = activity change below about -30%; inconclusive = mostly about -25% to -30%;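 also: plate controls were DMSO wells for no effect and wells without enzyme for full effect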
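Resorufin fluorescence (ex540/em590), read at 0 and 20 min after diaphorase/resazurin addition, reports the NADH left after a 5 min room-temperature reaction of 2 nM human LDH5 with 0.06 mM NADH and 0.2 mM pyruvate.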
POLB inh: DNA polymerase beta (human) inhibition | P06746 | Pol beta primer extension/strand displacement, fluorescence kinetic | Potency, µM (highest dose often 114 µM), for inactives: at the highest dose activity change, negative = inhibition, hits mostly inhibitors | 1.3% of 340,000 active; also: potency is read from the fitted curve at half-maximal effect; % is scaled to controls: 0 for no effect and ±100 for the full control effect
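Preincubation: enzyme (10 nM) with compound, 15 min, RT. Reaction: substrate added to 50 nM final. Reads: 0 and 10 min. Analysis: normalized, Hill fit.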
POLI inh: blocks human DNA polymerase iota activity; 1% of 390,000 active; Pol iota fluorescent replication assay, 10 min; Q9UNA4; Potency, µM (top dose mostly 115 µM), without a hit: at the highest dose activity, negative = inhibition, most hits filed as inhibitors; also: potency is read from the fitted curve at half-maximal effect
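Fluorescent replication assay read twice, at 0 min and 10 min after adding 50 nM (final) substrate. Enzyme (10 nM) and compounds were first incubated 15 min at room temperature; enzyme-free buffer wells were negative controls.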
POLH inh: DNA polymerase eta (human) inhibition; 1.2% of 390,000 active; AID 588591; Potency, µM (doses to about 114 µM), for inactives: top-dose activity change, negative = inhibition, usual class: inhibitors; recombinant Pol eta, fluorescent DNA replication assay; Q9Y253; also: potency is read from the fitted curve at half-maximal effect; % is scaled to controls: 0 for no effect and ±100 for the full control effect
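Fluorescent replication assay: 50 nM final substrate added after a 15 min room-temperature compound preincubation with 10 nM enzyme. Signal taken at 0 min and again at 10 min.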
An asterisk follows results filed as active; ? = inconclusive; / = not tested or not shown; & = joins results of further samples; [ ] = remark or other dose. Unless noted, calls follow the shape of the dose curve; as a rule, active = well fitted curve in the direction sought with a large enough effect; inconclusive = small, poorly fitted or top-dose-only effect, or another doubt; inactive = no such curve, though single readings can be large; an effect the other way counts as inactive or inconclusive. The list is partial; the hit share may differ from the screen's.

SMILES	APEX1 inh	BLM inh	GRP78 ERSR act	Pol kappa inh	Anesthetic bind	LDHA inh	POLB inh	POLI inh	POLH inh
CC1(c2ccc3ccccc3c2)NC(=O)NC1=O (stereo not given)	9.1%	-0.6%	-6.5%	-6.1%	-9.3%	-5.9	22.4%	-14.4%	1.1%
CCC(=O)c1ccc(OCC(=O)OCC(=O)NC2CCCCCCC2)cc1	-4.0%	-0.2%	-3.2%	8.9%	5.62µM*	0.1	5.4%	-9.0%	8.6%
CCOc1ccc(NC(=O)c2cnc(Nc3ccccc3OC)c3ccccc23)cc1	/	-2.6%	-0.4%	2.6%	165.8%[activator]	-1.9	0.8%	-18.5%	2.6%
COc1cc(/C(C)=C/c2ccccc2)c2c(c1)oc1ccccc12	-8.5%	-6.7%	-4.0%	0.6%	5.0%	/	-2.3%	21.0%	/
CCOc1ccc(CNS(=O)(=O)c2ccc3[nH]c4c(c3c2)CCCC4)cc1OC	/	-8.5%	6.4%	-18.8%	-15.8%	2.6	-3.4%	56.4%[activator]	-18.2%
COCCCN1C(=O)/C(=C/c2ccc(CNS(=O)(=O)c3ccccc3)o2)C(C(=O)OC)=C1C	-1.5%	-6.4%	-0.1%	-0.5%	-8.9%	21.4	-3.3%	12.6%	-19.1%
CN(C)CCCNC(=O)/C(=C\c1ccc(-c2ccc(Br)cc2)o1)NC(=O)c1ccccc1	0.4%	35.7%[activator]	-9.6%	-16.6%	5.8%	-2.0	11.9%	-0.6%	-21.9%
Cc1cccc(OCc2nnc(SCn3nnc4ccccc4c3=O)o2)c1	-1.2%	-5.2%	-3.1%	0.4%	?	-5.8	-22.7%	6.5%	-2.0%
COc1cc(/C=C(/C#N)c2nc3ccccc3[nH]2)ccc1Oc1ncccc1[N+](=O)[O-]	0.4%	-12.6%	-1.2%	-41.2%	-9.5%	-13.3	12.6µM*	?	?
CCOC(=O)c1nnc(-c2ccccc2)nc1Oc1ccc(Cl)cc1	6.9%	-1.6%	-6.6%	-6.0%	-10.1%	-3.8	1.0%	-11.3%	-14.3%
O=C(CSc1nc2ccccc2nc1Cc1ccc(F)cc1)Nc1ccc2c(c1)OCO2	/	-7.0%	-2.3%	-12.6%[60.1 µM]	50.7%[activator]	-8.3	-16.1%	-4.4%	-12.8%
COC(=O)/C=C1\NCCSC1=O	0.6%	-3.4%	-4.2%	-8.4%	-4.8%	-10.4	19.1%	-1.8%	-5.5%
Cc1cccc(NCc2cc(Cl)ccc2O)n1	1.1%	-8.1%	-0.8%	-9.5%	?	-2.6	-27.3%	-5.3%	-0.8%
CC(CNC(=O)COc1ccccc1)OC(=O)Nc1ccc(Cl)c(Cl)c1 (stereo not given)	5.1%	-8.4%	-1.7%	-15.0%	?	-0.3	-1.5%	-0.2%	-17.7%
COCCN1C(=O)N[C@@H](c2cccs2)C(C(=O)OC)=C1C	7.6%&2.0%	-4.6%&3.4%	-1.5%	-7.3%	0.0%	-11.9	-17.7%	-9.8%	-15.8%
Cc1cccc(OCCNc2ccc(C(F)(F)F)cc2[N+](=O)[O-])c1	3.0%	3.0%	4.2%	1.6%	-10.1%	-1.9	-19.5%	-7.7%	-17.4%
CCC(Oc1nc2ccccc2nc1-c1ccccc1NC(C)=O)C(=O)c1ccccc1 (stereo not given)	-1.2%	-13.9%	-0.2%	0.0%	-11.9%	7.3	14.6%	-3.6%	-12.2%
CCCCCCCCCCCCCCOc1ccc(C(=O)O)o1	25.1µM*	-24.4%	-7.7%	11.9µM*	?	/	/	/	/
CCN(CCCNC(=O)CNC(=O)c1nn(-c2ccc(OC)cc2OC)c(=O)c2ccccc12)c1cccc(C)c1	71.7%[activator]	-5.2%	-9.0%	3.0%	?	-3.9	-15.0%	139.4%[activator]	-14.1%
C#Cc1ccc([C@@H]2C=C(C(=O)NC3CC3)O[C@H](OCCCCO)C2)cc1	-4.1%	-4.4%	-2.3%	-9.5%	-7.5%	-2.6	14.1%	-8.2%	-19.0%
Cc1nc2ccccc2c(C(=O)O)c1-c1ccccn1	/	/	-4.6%	2.5%	/	0.4	/	35.3%[activator]	-7.4%
CC1CCN(CC(=O)N2CCCc3c2c(=O)oc2ccc(OCc4ccccc4)cc32)CC1	14.7%	-10.4%&-5.9%	-3.1%&-1.4%	-14.7%&-12.5%	?	-4.8&0.9	17.5%&8.3%	-19.7%&0.9%	-27.0%&-12.6%
CCc1cccc(C)c1NC(=O)COC(=O)CSCc1ccccc1	-16.7%	/	-4.4%	1.3%	/	-0.9	/	17.8%	-1.3%
O=C(Nc1cc(S(=O)(=O)N2CCOCC2)ccc1N1CCOCC1)C1CCCO1 (stereo not given)	-9.5%	-1.6%	-6.9%	-8.9%	0.5%	-14.1	24.2%	-15.7%	-9.2%

Part of the list above in order of SMILES length, low to high.
SMILES	APEX1 inh	BLM inh	GRP78 ERSR act	Pol kappa inh	Anesthetic bind	LDHA inh	POLB inh	POLI inh	POLH inh
CCCCCCCCCCCCCCOc1ccc(C(=O)O)o1	25.1µM*	-24.4%	-7.7%	11.9µM*	?	/	/	/	/
CC(CNC(=O)COc1ccccc1)OC(=O)Nc1ccc(Cl)c(Cl)c1 (stereo not given)	5.1%	-8.4%	-1.7%	-15.0%	?	-0.3	-1.5%	-0.2%	-17.7%
Cc1cccc(OCCNc2ccc(C(F)(F)F)cc2[N+](=O)[O-])c1	3.0%	3.0%	4.2%	1.6%	-10.1%	-1.9	-19.5%	-7.7%	-17.4%
CCC(Oc1nc2ccccc2nc1-c1ccccc1NC(C)=O)C(=O)c1ccccc1 (stereo not given)	-1.2%	-13.9%	-0.2%	0.0%	-11.9%	7.3	14.6%	-3.6%	-12.2%

The list goes on:
SMILES	APEX1 inh	BLM inh	GRP78 ERSR act	Pol kappa inh	Anesthetic bind	LDHA inh	POLB inh	POLI inh	POLH inh
Cc1c(C(=O)O)cccc1-n1c(C)cc(C=O)c1C	?	1.3%	-0.2%	?	71.8%[activator]	-1.5	15.8µM*	25.1µM*	6.31µM*
CC1CCCN(S(=O)(=O)c2ccc3c(c2)C(C)(C)C(=O)N3C)C1 (stereo not given)	2.2%	0.3%	-3.9%	18.4%	-14.0%	0.7	1.1%	28.7%	-6.5%
CCCc1ccc(-c2c(C)sc(NC(=O)c3ccnn3C)c2C#N)cc1	2.2%	-6.3%	-8.9%	-10.0%	4.7%	-4.7	-2.0%	-1.7%	-3.1%
Cc1c(OCc2nn[nH]n2)ccc2c(-c3ccccc3)cc(=O)oc12	-14.3%	?	-0.8%	3.4%	-9.4%	-18.4	30.2%	11.0%	-19.6%
COC(=O)Nc1ccc2[nH]cc(CCNC(C)=O)c2c1	-7.5%&-1.8%&-2.7%	-0.1%&-1.0%	-0.3%&-0.6%&-3.1%	20.6%[60.1 µM]	3.5%&3.6%	/	/	/	/
Cc1ccc(CSCC(=O)Nc2ccccc2F)cc1	-8.5%	-1.0%	?	2.9%	-19.8%	-3.4	7.7%	-13.9%	-14.8%
Cc1cc(C)nc(NC(=O)c2cccc([N+](=O)[O-])c2C)n1	-6.6%	0.2%	-0.5%	-8.1%	-18.5%	-2.8	1.8%	-8.4%	-18.1%
COc1ccc(/C=C/C(=O)Nc2ccc3nc(N4CCCCC4)cc(C)c3c2)cc1OC	/	23.2%	-1.8%	?	-1.3%	5.9	-1.6%	-15.4%	-21.4%
COc1ccc(NC(=O)CCC(=O)N(Cc2ccc(OC)c(OC)c2)c2nccs2)c(OC)c1	0.4%	-1.0%	-3.3%	-0.2%	-10.0%	2.4	-20.2%	-3.6%	-17.2%
Cc1ccc(C(=O)N/C(=C/c2ccco2)C(=O)N2CCC(C)CC2)cc1	48.2%[activator]	-9.6%	-3.5%	-10.0%	?	4.5	8.0%	21.1%	-8.2%
COC(=O)c1ccccc1NC(=O)c1cnc2sc(N3CCOCC3)nn2c1=O	/	2.3%	-3.8%	4.2%	9.9%	-7.9	12.3%	-13.5%	-7.3%
CCSc1nnc(N(CCC(=O)O)CCC(=O)O)s1	1.3%	27.2%	-1.7%	18.7%	-8.1%	5.5	0.1%	0.4%	-6.0%
CC(C)Cn1c(N)c(C(=O)CSc2n[nH]c(N)n2)c(=O)n(C)c1=O	-1.9%	/	0.5%	6.2%	/	-2.4	/	-17.9%	1.4%
COc1ccc(CN(C(=O)/C=C/c2ccco2)C2CCS(=O)(=O)C2)cc1 (stereo not given)	?	-23.6%	-5.4%	?	-7.5%	0.2	20µM*	17.8µM*	50.1µM*
COc1ccc(CNc2ccc(Br)cc2)cc1	-8.4%	-12.9%	3.9%	-22.0%	?	-2.9	-2.2%	-10.0%	-6.3%
CCN(CC)S(=O)(=O)c1ccc(N2CCN(C)CC2)c(NC(=O)Nc2ccc(C)cc2)c1	-20.6%	-14.8%	0.3%	-11.1%	-2.1%	-0.1	15.2%	10.8%	-27.3%
CCCCOc1ccc(S(=O)(=O)Nc2ccc(-c3ccc(N4CCCCC4)nn3)cc2)cc1	/	-6.2%	0.2%	-7.1%[60.1 µM]	17.2%	-3.9	1.1%	-24.3%	-9.1%
Nc1cccnc1Sc1cc(Cl)cc(Cl)c1	-1.1%	-13.0%	-0.6%	-7.8%	?	1.0	-0.7%	9.4%	-13.0%
CC1(C)CN(C(=S)Nc2ccc(F)cc2F)C1=O	-3.3%	0.0%	-4.5%	-0.4%	32.5%[activator]	-2.9	12.9%	6.4%	-4.6%
CC(C#N)(NC(=O)CN1CCN(S(=O)(=O)c2ccccc2Cl)CC1)C1CC1 (stereo not given)	-2.6%	/	-1.0%	-2.6%	/	-0.1	/	-26.9%	-6.9%
O=C(CCNC(=O)c1ccc(Br)cc1)NCC1COc2ccccc2O1 (stereo not given)	45.0%	-5.0%	5.5%	-8.1%	-11.1%	-1.4	22.9%	7.7%	-16.0%
O=C(COc1cc(F)ccc1[N+](=O)[O-])Nc1ccc2c(c1)OCO2	-8.1%	/	1.2%	-5.8%	/	-8.0	/	1.4%	-4.0%

Just Pol kappa inh, LDHA inh and GRP78 ERSR act, for 2 of the compounds above:
smiles	Pol kappa inh	LDHA inh	GRP78 ERSR act
Cc1cccc(NCc2cc(Cl)ccc2O)n1	-9.5%	-2.6	-0.8%
O=C(CCNC(=O)c1ccc(Br)cc1)NCC1COc2ccccc2O1 (stereo not given)	-8.1%	-1.4	5.5%
